# Screening results: PubChem, National Center for Advancing Translational Sciences (NCATS)
# IL2 activator: IL-2 activation | AID 652025 | IL-2 activation reporter assay, cell-based qHTS; stimulated with anti-CD3/CD4/CD28 beads; in transgenic mouse T cells | activation, % (series mostly up to about 46 µM) | 360,000 compounds, 0.065% hits; in the data active = activation above about 50%; inconclusive = mostly about 30% to 49%; note: 0% is about no effect
#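 Screening format: compound pinned onto unstimulated transgenic mouse T cells, 60 min incubation, then anti-CD3/anti-CD4/anti-CD28 bead stimulation for 18 hours at 37 degrees C, followed by EGFP and DsRed detection.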
# PI5P4Ka inh: blocks human PI5P4K alpha kinase activity; 330,000 compounds, 1.2% hits; max response, %; P48426; PI5P4Kalpha enzyme, ADP-Glo luminescence, 60 min; active compounds read low; active = max response of -50% or lower; inconclusive = between -30% and -50%; inactive = -30% or higher; note: value at the top dose of about 77 µM; % is set by controls: 0 for no effect and ±100 for the full control effect
# Target sequence (P48426 whole entry, looked up): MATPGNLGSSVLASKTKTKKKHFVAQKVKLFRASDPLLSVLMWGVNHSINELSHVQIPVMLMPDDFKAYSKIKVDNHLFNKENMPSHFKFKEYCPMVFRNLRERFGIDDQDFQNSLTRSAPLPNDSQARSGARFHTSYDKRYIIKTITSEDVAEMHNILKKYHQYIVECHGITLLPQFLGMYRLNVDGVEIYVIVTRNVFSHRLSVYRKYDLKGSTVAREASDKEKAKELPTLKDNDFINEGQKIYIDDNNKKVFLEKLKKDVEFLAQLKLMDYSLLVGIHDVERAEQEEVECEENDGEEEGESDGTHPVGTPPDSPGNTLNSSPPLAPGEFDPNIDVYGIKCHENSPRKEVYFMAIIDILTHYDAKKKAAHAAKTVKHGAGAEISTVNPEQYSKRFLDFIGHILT
#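 qHTS, 1536-well: enzyme/substrate mix, compound by pin tool, 5 microM ATP final; RT 60 min; ADP-Glo reagents 1 (45 min) then 2 (30 min); luminescence.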
# EPAC1 antag: EPAC1 (human) antagonism; O95398; EPAC1 GEF assay, Rap1b-BODIPY-GDP exchange fluorescence; Potency, µM (highest dose often 115 µM), inactives show at the highest dose activity change, negative = inhibition, hits mostly inhibitors; 360,000 compounds, 0.14% hits;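 note: potency is the fitted concentration of half-maximal effect; plate controls were vehicle for no effect and positive control for full effect; nearly all actives have a fitted effect of over 50% in size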
# FUS suppressor: suppressors of FUS proteinopathy in yeast; S. cerevisiae FUS-expressing, growth rescue, OD600, 24 h; 390,000 compounds, 0.24% hits; Potency, µM (doses to about 76.6 µM), without a hit: at the top dose growth rescue (activation), usual class: activators;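 note: potency is the fitted concentration of half-maximal effect; plate controls were DMSO vehicle for no effect and reference control for full effect; nearly all actives have a fitted effect of over 55% in size; some results filed as inactive show a strong effect at the top dose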
#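 S. cerevisiae expressing FUS from galactose induction served as the toxicity model. Growth after 24hr at 30C, read as absorbance at 600 nm, indicates suppression of toxicity; compounds dosed at several concentrations.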
# EPAC1 ag: agonists of human EPAC1; O95398; AID 720707; EPAC1 agonist qHTS, biochemical assay; response scale: 100% = response to 6.5 mM cAMP; Potency, µM (doses to about 154 µM), for inactives: top-dose activation, actives largely listed as activators; 360,000 compounds, 0.073% hits; note: potency is the fitted concentration of half-maximal effect; nearly all actives have a fitted effect of over 60% in size
#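 Normalized to 6.5 mM cAMP, activity reflects EPAC1-catalysed release of BODIPY-GDP from Rap1B, followed kinetically over 30 min at 480 nm excitation, 540 nm emission. Reaction contained 100 nM EPAC1, 250 nM Rap1B-BODIPY-GDP, 50 uM GDP.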
# Abeta rescue: restores growth of yeast expressing A-beta42 peptide; yeast expressing A-beta42, growth rescue, OD600, 48 h; response scale: 0% DMSO, 100% iron-clioquinol control; Potency, µM (titrated, usually from 46.1 µM), for the others: at the highest dose growth rescue, usual class: activators; 410,000 compounds, 0.063% hits; note: potency is the fitted concentration of half-maximal effect; nearly all actives have a fitted effect of over 55% in size
#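 Growth rescue measured by 600 nm absorbance after 48 h yeast culture at 30 C with compound. Values normalized between DMSO and an equimolar ferric chloride plus clioquinol control.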
# WRN helicase inh: WRN helicase (human) inhibition; Q14191; WRN helicase unwinding, fluorescent forked duplex, kinetic; Potency, µM (series often up to 114 µM), for the others: at the top dose activity change, negative = inhibition, most hits filed as inhibitors; 360,000 compounds, 0.46% hits; AID 651768; note: potency is the fitted concentration of half-maximal effect; % is set by controls: 0 for no effect and ±100 for the full control effect; nearly all actives have a fitted effect of over 55% in size
#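 Fluorescence dequenching readout, ex 525 nm/em 598 nm, kinetic mode: forked duplex DNA (100 nM final) with adjacent fluorophore and quencher unwound by WRN (20 nM final) with 2 mM ATP. Compound preincubation 15 min, room temperature.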
# PLK1 PBD block: blocks phosphopeptide binding to human PLK1 polo-box domain. Potency, µM, for inactives: max response, negative = inhibition, usual class: inhibitors. AID 720504. Plk1 PBD binding of FITC phosphopeptide, fluorescence polarization. 360,000 compounds, 2.8% hits. P53350; note: potency is the fitted concentration of half-maximal effect; series mostly up to about 57 µM; % is set by controls: 0 for no effect and ±100 for the full control effect; nearly all actives have a fitted effect of over 65% in size
# Target sequence (P53350 whole entry, looked up, the tested form may be a part): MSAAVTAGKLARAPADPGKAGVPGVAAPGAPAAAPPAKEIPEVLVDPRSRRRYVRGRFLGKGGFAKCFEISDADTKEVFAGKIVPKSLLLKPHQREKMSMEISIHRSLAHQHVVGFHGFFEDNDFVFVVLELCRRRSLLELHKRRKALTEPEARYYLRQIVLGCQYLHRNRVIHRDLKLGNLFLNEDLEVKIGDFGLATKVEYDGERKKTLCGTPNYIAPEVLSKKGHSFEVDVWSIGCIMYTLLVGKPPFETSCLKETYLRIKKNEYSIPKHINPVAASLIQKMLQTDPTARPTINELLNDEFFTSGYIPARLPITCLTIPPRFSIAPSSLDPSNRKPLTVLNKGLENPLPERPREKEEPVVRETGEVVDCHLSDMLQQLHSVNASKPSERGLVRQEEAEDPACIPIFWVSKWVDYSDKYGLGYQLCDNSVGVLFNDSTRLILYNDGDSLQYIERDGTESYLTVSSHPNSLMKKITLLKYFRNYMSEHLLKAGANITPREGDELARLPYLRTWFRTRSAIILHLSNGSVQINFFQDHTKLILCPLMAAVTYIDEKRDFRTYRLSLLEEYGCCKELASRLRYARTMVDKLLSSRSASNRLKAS
# aSyn yeast inh: alpha-synuclein toxicity inhibition in yeast | Potency, µM (top dose mostly 46.1 µM), inactives show top-dose growth rescue (activation), usual class: activators | Yeast expressing alpha-synuclein, growth rescue, BacTiter-Glo, 24 h | 370,000 compounds, 0.14% hits | AID 652106; note: potency is the fitted concentration of half-maximal effect; % of control where 0% means no effect; nearly all actives have a fitted effect of over 65% in size
#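 Rescue of yeast growth: cells expressing toxic alpha-synuclein, induced in galactose at OD600 0.02, incubated with compound 24 h at 30 C. ATP luminescence quantified growth; inhibitors of toxicity appear as activators.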
# The depositor's hits bear a star; ? = inconclusive; nt = not tested or not shown; [ ] = remark or other dose. Unless noted, calls come from the whole dose curve; as a rule, active = well fitted curve in the direction sought with a large enough effect; inconclusive = small, poorly fitted or top-dose-only effect, or another doubt; inactive = no such curve, though single readings can be large; an effect the other way counts as inactive or inconclusive.
SMILES,IL2 activator,PI5P4Ka inh,EPAC1 antag,FUS suppressor,EPAC1 ag,Abeta rescue,WRN helicase inh,PLK1 PBD block,aSyn yeast inh
COc1ccc(OC)c(NC(=O)CNC(=O)c2cccs2)c1,-1.6,nt,8%,33%,-3%,21%,6%,1%,-10%
CCOc1cc(C(=O)Nc2ccc(NC(C)=O)cc2)ccc1OCC(=O)N1CCCCC1,-1.6,1,-3%,15%,6%,0%,-18%,-10%,-6%
CCCCC[C@H](O)/C=C/[C@@H]1[C@@H](C/C=C\CCCC(=O)O)[C@H]2CO[C@@H]1C2,1.0,7,-20%,34%,-21%,-22%,3%,-23%,7%
Cc1cccc(C)c1NC(=S)N(Cc1ccco1)C1CCN(C(C)C)CC1,0.6,1,6%,8%,0%,16%,-6%,-22%,-1%
CC(C)(C)c1ccc(C(=O)NC(=S)NCc2cccnc2)cc1,-0.1,20,-4%,nt,-2%,4%,-16%,4%,-1%
C[C@H](NS(=O)(=O)c1ccccc1F)C(=O)OCC(=O)Nc1ccc2c(c1)OCCO2,-0.9,11,-7%,9%,4%,12%,-13%,1%,11%
COc1ccccc1NC(=O)COC(=O)CCS(=O)(=O)c1ccc(C)cc1,-1.9,0,18%,nt,-2%,9%,-30%,1%,4%
CC(C(N)=O)N1C(=O)C2C3C=CC(C3)C2C1=O (stereo unspecified),-1.4,nt,9%,18%,-8%,-2%,12%,0%,-5%
Cc1ccc(OCC(=O)Nc2ccc3c4c(cccc24)CC3)c(C)c1,-4.3,-4,7%,-6%,18%,5%,-21%[57.1 µM],-11%,2%
c1ccc2c(c1)oc1c(-c3cccc4nccn34)cccc12,-0.3,0,-26%,-12%,0%,3%,-2%,-3%,13%
O=[N+]([O-])c1cccc(S(=O)(=O)NC2CC3CCC2C3)c1 (stereo unspecified),0.1,2,10%,7%,4%,-11%,0%,-4%,0%
CCn1nccc1C(=O)Nc1cccc(C)c1C,1.1,-3,6%,2%,10%,0%,-4%,2%,2%
CC(=O)N1CC(=O)N(c2ccccc2)C1=O,-1.0,6,4%,-14%,-10%,5%,-9%,2%,0%
CCCCC(=O)NCCc1cc2c(OC)ccc(OC)c2[nH]c1=O,-0.7,-6,-1%,-11%,4%,-7%,-2%,-4%,-1%
CCN(CC)S(=O)(=O)c1ccc2c(c1)nc(SCC(=O)NCC1CCCO1)n2CC (stereo unspecified),-1.7,-4,-9%,-3%,3%,20%,-3%,-5%,-3%
COc1ccc(/C=N/S(=O)(=O)c2cccs2)cc1,-0.8,-4,7%,-31%,-4%,11%,3%,-5%,nt
Cc1ccc(Nc2ncc(C(=O)NCCCN3CCN(C)CC3)c3ccccc23)cc1Cl,-2.3,-5,?,24%,3%,-9%,1%[57.1 µM],-6%,-3%
Cn1c(=O)[nH]c(=O)c2c1nc(Br)n2CCCSc1nc2ccccc2o1,-1.4,nt,-12%,26%,-1%,12%,-2%,-10%,1%
CCCc1nnc(NC(=O)CN2C(=O)c3ccccc3C2=O)s1,1.0,1,10%,-8%,6%,0%,-13%,-11%,-1%
CCCCn1c(N)c(N(CC(C)C)C(=O)COC(=O)C2(c3ccccc3)CC2)c(=O)[nH]c1=O,0.7,15,-1%,35%,11%,8%,2%,-2%,1%
CCNC(=O)C1(C)CCCN(Cc2cc3ccccc3o2)C1 (stereo unspecified),-0.3,0,-1%,-14%,2%,-3%,-3%,4%,0%
Cc1nn(-c2ccccc2)cc1C(=S)Nc1ccccc1,-0.3,6,-11%,11%,1%,?,3%,-6%,9%
COC(=O)c1ccc(C(=O)OC)c(NC(=S)N2CCN(c3ccccc3F)CC2)c1,-3.4,-3,-28%,28%,15%,1%,-3%,-11%,1%
C=CCn1c(C)cc(-c2csc(NCC)n2)c1C,-1.6,?,8%,?,-13%,-2%,-20%,?,-1%
CCn1c(=O)c2cc(C(=O)NCCC(C)C)sc2c2ccccc21,-0.7,3,16%,5%,-7%,-5%,-7%[57.1 µM],-5%,6%
O=C(NCC1CCCO1)c1cccc(NS(=O)(=O)c2ccc(Br)cc2)c1 (stereo unspecified),0.5,-5,-1%,15%,7%,11%,-32%,-10%,-2%
CCOc1ccc(NC(=O)CN(C)C(=O)c2ccc(OCc3ccccc3)c(OC)c2)cc1OCC,2.0,5,-24%,?,6%,-3%,11%,-11%,0%
CCN1CCN(C(c2ccc(OC)cc2)C(O)C(=O)c2c[nH]c3ccccc23)CC1 (stereo unspecified),0.1,-3,11%,-1%,-15%,10%,8%,1%,-9%
Cc1onc(CO)c1C(=O)Nc1nccs1,-0.7,3,19%,-10%,0%,-7%,9%,3%,1%
CCOC(=O)c1ccccc1NC(=O)CSc1nnc(C(C)C)n1CC,-2.4,1,-10%,14%,-5%,10%,0%[57.1 µM],-6%,-5%
COc1cc2c(cc1OC)CN(CC(O)c1ccccc1)CC2 (stereo unspecified),0.3,0,15%,8%,8%,5%,9%,-12%,-6%
Cc1ccc(S(=O)(=O)CCC(=O)OCC(=O)NCCc2ccc(S(N)(=O)=O)cc2)cc1,1.3,1,-1%,-8%,6%,-14%,2%,0%,2%
c1csc(Cc2nn3c(-c4n[nH]c5c4CCC5)nnc3s2)c1,-0.4,?,-8%,28%,5%,-4%,-36%,2.7µM*,-3%
CCC(=O)NC(=S)N1CCN(c2ccc([N+](=O)[O-])cc2Cl)CC1,-1.4,nt,5%,7%,6%,-14%,-1%,-12%,-2%
CCS(=O)(=O)N1CCc2nc(-c3ccccc3)sc2C1,1.6,-3,8%,-18%,10%,-19%,-7%,?,18%
Clc1ccc(-c2csc(N/N=C/c3ccc4c(c3)OCO4)n2)cc1,-3.6,-27,-6%,23%,-4%,0%,-4%[57.1 µM],-6%,-21%
C=CCOc1nc2sc(C)c(C)c2c(=O)n1-c1ccccc1,-0.2,0,4%,0%,-11%,-24%,1%,0%,8%
O=C(NC(CSSCC(NC(=O)c1ccccc1)C(=O)O)C(=O)O)c1ccccc1 (stereo unspecified),-0.3,3,1%,5%,-11%,21%,9%,-4%,0%
COc1cc(OC)cc(C(=O)NNC(=O)C2CSC3(C)CCC(=O)N23)c1 (stereo unspecified),-0.5,-2,4%,-25%,7%,-16%,-3%,-3%,1%
C=CCNC(=O)c1cc(Cl)ccn1,1.8,1,-12%,-12%,-3%,6%,-1%,-24%,2%
CCC(=O)Nc1ccc(N2CCOCC2)c(S(=O)(=O)Nc2ccc(Cl)cc2)c1,0.1,?,-7%,12%,8%,27%,7%,7.5µM*,4%
CCOC(=O)c1cnc(-n2nc(C)cc2C)nc1NC1CCCCC1,-0.7,1,-25%,33%,2%,?,-18%,-1%,12%
Cn1c(SCC#N)nnc1-c1ccc2c(c1)OCO2,-0.2,6,10%,-20%,7%,-5%,10%,-6%,1%
CN(C)S(=O)(=O)c1ccc(C(=O)OC2CCOC2=O)cc1 (stereo unspecified),0.4,2,10%,1%,-2%,7%,5%,3%,2%
CC(OC(=O)c1cnccn1)C(=O)Nc1nc(-c2cccc([N+](=O)[O-])c2)cs1 (stereo unspecified),0.1,1,-12%,-16%,2%,-2%,-5%,-8%,-6%
CCOC1=C2CN(S(=O)(=O)c3ccc(C)cc3)[C@H](c3ccccc3)C[C@@H]2N(S(=O)(=O)c2ccc(C)cc2)[C@H](c2ccccc2)C1,0.4,5,-8%,-9%,9%,-13%,-5%,-10%,-6%
Fc1ccc(-c2[nH]ncc2-c2nnnn2-c2ccccc2)c(F)c1,0.5,nt,-3%,20%,15%,9%,4%,-1%,2%
COc1cc(C(=O)OCC(=O)Nc2ccc(S(=O)(=O)NC3=NCCCCC3)cc2)cc(OC)c1OC,-0.7,2,-9%,6%,9%,-7%,-8%,-3%,-9%
Cc1cnc(C(=O)OCC(=O)N2CCc3ccccc32)cn1,0.2,0,-13%,15%,-1%,-21%,-4%,-4%,-4%
Fc1cccc(-c2cc3nc4c(c(NCc5ccco5)n3n2)CCCC4)c1,-1.6,nt,9%,13%,11%,-86%[inhibitor],-14%,2%,-37%[inhibitor]
CN(C)c1ccc(C=Cc2nccc3ccccc23)cc1,24,3,21%,10%,?,-32%,79µM*,0%,2%
Cc1ccc(C2C3=C(CC(C)(C)CC3=O)Nc3n[nH]c(C)c32)cc1 (stereo unspecified),-0.4,-5,-4%,5%,4%,22%,-2%,-2%,-2%
O=C(NCCSCc1ccc(Cl)cc1)c1cccs1,-0.7,2,-6%,12%,15%,-9%,1%,-14%,-3%
Cc1ccc(Cn2ccc(NC(=O)c3cc(-c4ccc(Cl)cc4)on3)n2)cc1,-1.6,nt,-11%,17%,4%,-1%,-2%,1%,0%
c1cncc(CSc2nnc3ccc(-c4ccco4)nn23)c1,-1.4,1,9%,-3%,-8%,-8%,4%,-5%,5%
CCOc1ccc(C(=O)NCCN2CCCC2)cc1,0.0,7,3%,-34%,-9%,-10%,-4%,-2%,1%
Cc1ccc(C(=O)Oc2csc(=S)n2C(=O)c2ccc(C)cc2)cc1,-1.0,nt,-5%,7%,7%,-39%[inhibitor],-17%,3µM*,5%
O=C(CCNS(=O)(=O)c1ccccc1)NNC(=O)c1cccc(Cl)c1,0.3,-1,-1%,-9%,9%,17%,-4%,-6%,5%

# In the list so far, these contain a nitro group on carbon.
SMILES,IL2 activator,PI5P4Ka inh,EPAC1 antag,FUS suppressor,EPAC1 ag,Abeta rescue,WRN helicase inh,PLK1 PBD block,aSyn yeast inh
O=[N+]([O-])c1cccc(S(=O)(=O)NC2CC3CCC2C3)c1 (stereo unspecified),0.1,2,10%,7%,4%,-11%,0%,-4%,0%
CCC(=O)NC(=S)N1CCN(c2ccc([N+](=O)[O-])cc2Cl)CC1,-1.4,nt,5%,7%,6%,-14%,-1%,-12%,-2%
CC(OC(=O)c1cnccn1)C(=O)Nc1nc(-c2cccc([N+](=O)[O-])c2)cs1 (stereo unspecified),0.1,1,-12%,-16%,2%,-2%,-5%,-8%,-6%
